High-throughput results as filed in PubChem.
MKP-3 inhibition: MKP-3 phosphatase inhibitors, primary screen, biochemical, rat enzyme, in vitro (AID 425); actives 0.17% (n = 110,000); inhibition, % at 20 µM; hits with a dose series show IC50 in µM; recombinant MKP-3 phosphatase activity, fluorescence; higher % means a stronger effect; in the data active means inhibition above about 50%;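 further: plate controls were vehicle for no effect and reference inhibitor for full effect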
Hsp70 displacement: Hsp70 inhibitors, probe displacement, primary screen, biochemical, fluorescence polarization (AID 583). one-dose displacement, % at 20 µM; IC50 in µM for titrated hits. Hsp70 fluorescence polarization probe displacement, mP; higher % means a stronger effect. actives 0.06% (n = 140,000); in the data active means displacement above about 50%;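 further: plate controls were vehicle for no effect and reference ligand for full effect; a part of the inactive calls stands beside numbers as strong as those of hits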
* hit, by the source's call; / = no result given; & = joins results of further samples. A portion of the library. The share of hits here may be higher or lower than overall.

Fields – Hsp70 displacement, MKP-3 inhibition
> Cn1c(=O)c2[nH]c(N/N=C(/C#N)C(N)=O)nc2n(C)c1=O
→ 3.9%, 2.7%
> Cc1ccc(N2C(=O)SC(N(CC(=O)O)c3cccc(C)c3)C2=O)cc1 (centres undefined)
→ 1.2%, 5.6%
> CCc1ccc(-c2nc3cc(NC(=S)NC(=O)c4ccco4)ccc3o2)cc1
→ -3.4%, 3.7%
> c1ccc(-n2ncc3c2ncn2nnnc32)cc1
→ -3.1%, -0.3%
> Cc1ccccc1NC1=C(Cl)C(=O)N(c2cccc(Cl)c2Cl)C1=O
→ -0.9%, -4.8%
> CCN1C(=O)C(O)(CC(=O)c2ccc3c(c2)OCCO3)c2ccccc21 (centres undefined)
→ 2.7%, -6.0%
> Cc1nnc(SCSc2nnc(C)s2)s1
→ 0.9%, -3.7%
> CCOC(=O)C1CCN(c2nc3ccccc3nc2C(C#N)C(=O)OC(C)C)CC1 (centres undefined)
→ -53.9%, -2.9%
> CC(=O)Nc1sc2c(c1CN1CCN(c3ccc(F)cc3)CC1)CCCC2
→ 0.1%, /
> CC(C)c1ccc(N2C(=O)NC(=O)/C(=C/c3cc4c(cc3Br)OCO4)C2=O)cc1
→ -3.4%, 2.7%
> CCCCCCSC1=C(C#N)C(c2ccccc2)CC(=O)N1 (centres undefined)
→ -2.7%, -1.2%
> O=C(CCCC(=O)OCC(F)(F)C(F)F)Nc1ccc(F)cc1F
→ 0.0%, -2.5%
> Cc1cccc(N2C(=O)C3C4C=CC(C4)C3C2=O)c1 (centres undefined)
→ -2.5%, -0.2%
> Cc1cc(CN(C)C)c(O)c(C2(C)CCCCC2)c1
→ 1.2%, -1.0%
> COc1cccc(OC)c1C(=O)Nn1c(C2CCC2)nc2ccccc2c1=O
→ 0.1%, -10.6%
> COc1ccc(CC2CCOC2=O)cc1 (centres undefined)
→ 0.1%, -5.3%
> CC1CN(S(=O)(=O)Cc2ccccc2)CC(C)O1 (centres undefined)
→ -2.1%, -14.6%
> O=C(CCC(=O)N(CC(=O)NC1CCCC1)C1CCCC1)Nc1ccccn1
→ -3.4%, 7.1%
> O=C(N1CCOCC1)N1CCN(Cc2ccccc2)CC1
→ 3.0%, -6.0%
> COc1ccc(NC(=O)COc2ccc(C(C)C)cc2)c(OC)c1
→ -2.3%, 5.3%
> CCN1CCN(c2ncnc3sc(C(=O)Nc4ccccc4F)c(C)c23)CC1
→ 5.7%, 0.6%
> CCOC(=O)CN1NC2(CCC(C(C)(C)C)CC2)NC1=S (centres undefined)
→ 4.8%, /
> O=C(c1ccccc1)N(Cc1ccc(F)cc1)Cc1nc2ccccc2c(=O)[nH]1
→ -1.9%, /
> Cc1nn(C)c(C)c1NC(=O)CCCSc1nc(-c2ccco2)cc(C(F)(F)F)n1
→ 4.9%, /
> COc1ccccc1C1C=C(c2ccc(C)cc2)Nc2nnnn21 (centres undefined)
→ -1.1%, 1.7%
> CCOC(=O)C1=C(O)/C(=C/c2cccs2)SC1=Nc1cccc(Cl)c1
→ 0.2%, 0.9%
> C/C(=N\N=C1\NC(=O)C(CC(=O)Nc2cccc(C)c2C)S1)C(C)(C)C (centres undefined)
→ 4.0%, 2.5%
> COCCCNC(=O)Nc1ccc2c(c1)N(C)C(=O)CS2
→ 2.0%, /
> Cc1ccc(C(=O)N/C(=C\c2cccs2)C(=O)NCc2cccnc2)cc1
→ -1.1%, 3.0%
> FC(F)(F)c1cc(-c2cccs2)nc2cc(-c3ccccc3)nn12
→ -5.3%, -0.1%
> O=C(O)c1cccc2c1NC(c1cccc3ccccc13)C1CC=CC21 (centres undefined)
→ 28.2%, 45.9%
> Cc1cccc(OCC(=O)Nc2ccc(C)c(C)c2)c1
→ 2.1%, -1.2%
> CCN(C(=O)c1ccnc(C(C)(C)C)c1)c1ccccc1
→ 5.9%, -5.2%
> COc1ccc(-c2cc(-c3ccccc3)nc(N/N=C/c3ccccc3F)n2)cc1
→ -0.2%, 4.2%
> CCOC(=O)C(C)n1nc(C)c2sc3ccccc3c2c1=O (centres undefined)
→ 0.6%, 0.7%
> O=C(Nc1ccc(N2CCN(C(=O)c3ccco3)CC2)cc1)c1cccc(F)c1
→ -3.1%, -5.0%
> COc1ccccc1Nc1ncnc2c1oc1ccccc12
→ -0.6%, -13.1%
> Cc1[nH]n(-c2ccccc2)c(=O)c1C=Nc1ccc(Br)cn1
→ 3.9%, -0.4%
> Cc1nc(N2CCN(Cc3nc4ccccc4[nH]3)CC2)c2oc3ccccc3c2n1
→ 1.7%, 2.0%
> CCOC(=O)c1ccc(NC(=O)CN(c2ccc(OC)cc2OC)S(C)(=O)=O)cc1
→ 2.3%, -0.5%
> CN1CCN(c2nc3ccccn3c(=O)c2/C=C2\SC(=S)N(Cc3ccco3)C2=O)CC1
→ -12.3%, 1.4%
> CCn1c(CN2CCN(c3ccc(Cl)cc3)CC2)nc2ccccc21
→ 1.2%, /
> CCCc1ccc(OCc2ccc(C(=O)OC)o2)c(OC)c1
→ 0.7%, -11.4%
> N#C/C(=C(/O)c1ccc(Cl)cc1Cl)c1nc2ccccc2[nH]1
→ -3.2%, -1.3%
> COc1ccc(CC(=O)NC(C)c2nnc(SCC(=O)c3ccc(Br)cc3)n2C)cc1 (centres undefined)
→ -0.1%, /
> Cc1csc(NC(=O)c2cnccn2)n1
→ 16.4%&3.3%, -5.3%&-0.4%
> N#Cc1c(SCC(=O)O)nc(-c2ccccc2)c2c1CCCC2
→ 1.8%, /
> O=C(CSc1nnc(-c2cccnc2)o1)Nc1ccccn1
→ 2.9%, -3.8%
> CCn1c(=O)cc(SCC(=O)Nc2ccc3c(c2)OCO3)c2ccccc21
→ 6.7%, -8.9%
> CC(=O)NC(=Nc1nc2ccccc2s1)NC(C)=O
→ 0.9%, 1.7%
> COc1cccc(-c2noc(N)c2C#N)c1
→ 7.1%, 4.2%
> Cc1nnc(NC(=O)c2cccc(NC(=O)C(C)C)c2)s1
→ 1.1%, /
> Cc1cccc(N2CCN(C(=O)c3ccc(N4CCCC4=O)cc3)CC2C)c1 (centres undefined)
→ -3.6%, 6.5%
> CCCN1C(=O)CN(C2CCCCCC2)C(=O)C1c1ccc(C)cc1 (centres undefined)
→ -4.3%, /
> COC(=O)CN1C(=O)/C(=C\c2ccc([N+](=O)[O-])cc2)SC1=S
→ 1.3%, 1.1%
> COC(=O)C1=C(C(=O)OC)SC(=C2C(=S)C(C)(C)N(C(=O)C(C)C)c3ccccc32)S1
→ 19.3%, /
> Cc1cccc(C(C)C)c1NC(=O)CCCOc1ccccc1
→ -2.2%, 1.5%
> Cc1ccnc(SCCn2c(N(C)Cc3ccccc3)nc3c2c(=O)n(C)c(=O)n3C)n1
→ -4.8%, 2.5%
> Cc1ccc(NC(=S)N/N=C2\CC(=O)CC(C)(C)C2)cc1
→ -4.3%, 3.5%
> C(=N\n1cnnc1)/c1ccc(OCCOc2ccccc2)cc1
→ -4.7%, 2.4%

Some of the entries so far, as a markdown table:
| Molecule | Hsp70 displacement | MKP-3 inhibition |
| --- | --- | --- |
| Cc1cccc(OCC(=O)Nc2ccc(C)c(C)c2)c1 | 2.1% | -1.2% |
| CN1CCN(c2nc3ccccn3c(=O)c2/C=C2\SC(=S)N(Cc3ccco3)C2=O)CC1 | -12.3% | 1.4% |
| COC(=O)CN1C(=O)/C(=C\c2ccc([N+](=O)[O-])cc2)SC1=S | 1.3% | 1.1% |
| N#C/C(=C(/O)c1ccc(Cl)cc1Cl)c1nc2ccccc2[nH]1 | -3.2% | -1.3% |
| CCn1c(=O)cc(SCC(=O)Nc2ccc3c(c2)OCO3)c2ccccc21 | 6.7% | -8.9% |

Later entries:
Fields – Hsp70 displacement, MKP-3 inhibition
> CCc1ccc(-n2[nH]c(C)c(/C=C3/C=Nc4ccccc43)c2=O)cc1
→ -2.1%, 2.2%
> CC(c1ccccc1)n1cc(C(=O)NCC2COc3ccccc3O2)nn1 (centres undefined)
→ 3.7%, -6.4%
> Cn1cc(C=C2C(=O)NC(=S)NC2=O)c2ccccc21
→ -14.9%, 7.9%
> CC(C)(C)c1cc(Br)ccc1OCC(=O)O
→ 3.4%, 1.3%
> CCOc1ccc(CN2CCNC(=O)C2CC(=O)OC)cc1 (centres undefined)
→ 3.1%, -6.7%
> O=C(CCn1c(=O)[nH]c2ccccc2c1=O)Nc1ccccc1
→ -2.8%, -15.2%
> CC(=O)c1c(C)nn2c3ccccc3n(CCN3CCCCC3)c12
→ 2.1%, -0.5%
> CC(=O)c1c(C)nn(CC(O)Cn2c3c(c4cc(C)ccc42)CCCC3=O)c1C (centres undefined)
→ -1.4%, -11.8%
> CC(C)C(c1nnnn1C1CCCCC1)N1CCN(c2ncccn2)CC1 (centres undefined)
→ -1.1%, -5.2%
> O=c1cc(-c2ccccc2)nc(N2CCCCC2)[nH]1
→ -2.9%, -0.3%
> Cc1ccc(-c2nnn(CC(=O)Nc3ccccc3-c3ccccc3)n2)c(-n2cnnn2)c1
→ -2.8%, -7.6%
> O=C(CN(Cc1ccccc1F)C(=O)Cn1nnc(-c2cccs2)n1)NCC1CCCO1 (centres undefined)
→ -3.7%, 1.2%
> CCSc1nnc(NC(=O)/C=C/c2ccc(F)cc2)s1
→ -5.5%, 0.2%
> Cc1cccc(-c2nc(CS(=O)CC(=O)NC3CCCC3)c(C)o2)c1 (centres undefined)
→ 1.3%, 9.3%
> CCOC(=O)c1c(-c2cccs2)csc1NC(=O)c1ccc(N2C(=O)CCC2=O)cc1
→ -6.9%, 4.5%
> Clc1ccccc1-c1nnc2sc(-c3ccc(Br)o3)nn12
→ -5.9%, 1.1%
> CC(C)COc1ccc(C(=O)N/C(=C/c2ccc3c(c2)OCO3)C(N)=O)cc1
→ 3.0%, -2.0%
> COc1ccc(CCNC(=O)COc2ccc(OC)cc2)cc1
→ 3.7%, 2.2%
> CC(C)(C)c1ccc(OCCOc2ccc(C=C3C(=O)NC(=S)NC3=O)cc2)cc1
→ -1.4%, 5.4%
> COC(=O)c1ccc(NC(=O)c2cnc3scc(C)n3c2=O)cc1
→ 0.4%, 3.1%
> CCc1nc(N2CCN(C(=O)c3ccccc3)CC2)c(C#N)c2c1COC(C)(C)C2
→ -1.0%, -1.2%
> COc1cc2c(cc1OC)CN(C(=O)Cc1ccc(OC)c(S(=O)(=O)N3CCOCC3)c1)CC2
→ -4.2%, 6.6%
> COc1c(I)cc(I)cc1C1NC(=O)c2c(sc3c2CCCC3)N1 (centres undefined)
→ -1.5%, 3.0%
> CCOC(=O)c1cc(=O)n2[nH]c(-c3ccc(Cl)cc3)cc2n1
→ 2.3%, 3.6%
> COC(=O)C(C)C1Sc2ccccc2NC1=O (centres undefined)
→ -1.3%, -9.2%
> Cc1ccccc1OCC(=O)Nc1ccc(F)cc1F
→ -2.0%, -1.7%
> COc1cc2c(cc1NC(=O)c1cccc(Br)c1)oc1ccccc12
→ 1.1%, -0.2%
> Cn1c(=O)c2c(nc(SCCCC#N)n2Cc2ccccc2F)n(C)c1=O
→ 1.5%, -1.0%
> COc1cccc(C2=CC(c3ccccc3)n3nnnc3N2)c1 (centres undefined)
→ 1.9%, -1.6%
> CC(C)OP(=O)(c1ccc(N(C)C)cc1)C(O)c1c(Cl)cccc1Cl (centres undefined)
→ 5.6%, -6.9%
> Cc1ccc(-c2nnn(CC(=O)N(Cc3ccccc3F)C(C(=O)NC3CCCC3)c3ccncc3)n2)o1 (centres undefined)
→ -21.8%, /
> O=C(CC(c1ccccc1)c1ccccc1)Nc1ccc(Cl)cn1
→ 0.1%&0.1%, -1.5%
> c1ccc2c(c1)Cn1nc(Cc3nc4c(s3)CCCC4)nc1-2
→ 2.0%, -7.1%
> O=C(CSc1nnc2scc(-c3ccc(Cl)cc3)n12)NCc1ccco1
→ 4.8%, -2.7%
> CCOc1cc(C(=O)Nc2ccc(N3CCOCC3)cc2)cc(OCC)c1OCC
→ 0.4%, -1.9%
> O=C(Cn1c(C(F)(F)F)nc2ccccc21)c1ccc(Cl)cc1
→ 0.8%, 2.8%
> O=C(c1sc2ccccc2c1Cl)N(Cc1ccccc1)C1CCS(=O)(=O)C1 (centres undefined)
→ 9.9%, /
> CN(C)Cc1nc2c(c(=O)[nH]1)C(C)(C)Cc1ccccc1-2
→ -0.7%, /
> Cc1nc2cc(-c3ccco3)[nH]n2c(=O)c1C
→ 1.8%, -0.5%
> COC(=O)C(C(=O)Nc1ccccc1C)C1CCCC1 (centres undefined)
→ -0.3%, -15.2%
> CC(=O)Nc1ccc(-c2nnc(SCC(=O)NCc3ccco3)n2C)cc1
→ -0.1%, /
> CCOC(=O)CN(C(=O)CSc1nnc(CNc2ccc(C)cc2C)o1)c1ccccc1
→ -2.4%, -0.8%
> O=C(O)c1ccccc1C(=O)NC1=NN(c2ccccc2)CC1
→ -0.9%, 2.8%
> O=C(NC1CCCCCC1)c1nc2ncccn2n1
→ -6.1%, -13.3%
> CC1=C(C(=O)Nc2ccccc2)C(c2ccc3c(c2)OCO3)C2=C(CCCC2=O)N1 (centres undefined)
→ 5.9%, 6.3%
> COC(=O)c1ccccc1NC(=O)COC(=O)c1ccco1
→ -7.4%, -3.8%
> O=C1C(NS(=O)(=O)c2cccs2)=C(N2CCN(c3cccc(Cl)c3)CC2)C(=O)c2ccccc21
→ 2.3%, /
> CCC12CN(S(=O)(=O)c3ccc(C)cc3)CC(CC)(CN(S(=O)(=O)c3ccc(C)cc3)C1)C2=O
→ 8.8%, /
> O=c1c(Br)c(N2CCCC2)cnn1-c1ccccc1
→ -4.9%, 3.2%
> O=C(NC1CCCC1)C(c1ccccc1)N(C(=O)c1ccno1)c1ccccc1 (centres undefined)
→ 0.4%, /
> COCCOC(=O)c1c(C)oc2ccc(OCc3c(F)c(F)c(F)c(F)c3F)cc12
→ -3.5%, 4.1%
> O=C(Nc1ccccc1)C1CC2CCCC(C1)C2=O (centres undefined)
→ 2.3%, -7.1%
> CN1CCN(CC(O)COc2ccc(Cl)cc2)CC1 (centres undefined)
→ 2.8%, /
> O=C(O)CCNC(=O)COc1ccccc1
→ -6.9%, 3.3%
> N#Cc1cn(Cc2cccc(Cl)c2)c2ccccc12
→ -3.1%, -1.8%
